DAX1 inh-1 – NR0B1 (DAX1) inhibition; inhibition, % at 6.75 µM; HEK293 Gal4-DAX1 luciferase reporter, luminescence; 340,000 tested, 0.99% active; P51843; AID 504766;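 active = inhibition above the mean over all tested compounds plus 3 SD, cut at about 4.2% in these data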;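 also: 0% = DAX1-transfected cells with DMSO and 100% = empty-vector control cells with DMSO; inhibition shows as a rise in luminescence from relieved DAX1 repression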
NPR2 activator – GC-B (human) receptor activation; HEK293-GC-B cells, CNP EC30, cGMP TR-FRET; 0% at EC30 CNP, 100% saturating CNP; activation, % at 10 µM; 370,000 tested, 0.11% active;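 active = activation at 10 µM reaching about 35% in either raw or pattern-adjusted values, limit read from the data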
Target sequence (P20594 whole entry, looked up): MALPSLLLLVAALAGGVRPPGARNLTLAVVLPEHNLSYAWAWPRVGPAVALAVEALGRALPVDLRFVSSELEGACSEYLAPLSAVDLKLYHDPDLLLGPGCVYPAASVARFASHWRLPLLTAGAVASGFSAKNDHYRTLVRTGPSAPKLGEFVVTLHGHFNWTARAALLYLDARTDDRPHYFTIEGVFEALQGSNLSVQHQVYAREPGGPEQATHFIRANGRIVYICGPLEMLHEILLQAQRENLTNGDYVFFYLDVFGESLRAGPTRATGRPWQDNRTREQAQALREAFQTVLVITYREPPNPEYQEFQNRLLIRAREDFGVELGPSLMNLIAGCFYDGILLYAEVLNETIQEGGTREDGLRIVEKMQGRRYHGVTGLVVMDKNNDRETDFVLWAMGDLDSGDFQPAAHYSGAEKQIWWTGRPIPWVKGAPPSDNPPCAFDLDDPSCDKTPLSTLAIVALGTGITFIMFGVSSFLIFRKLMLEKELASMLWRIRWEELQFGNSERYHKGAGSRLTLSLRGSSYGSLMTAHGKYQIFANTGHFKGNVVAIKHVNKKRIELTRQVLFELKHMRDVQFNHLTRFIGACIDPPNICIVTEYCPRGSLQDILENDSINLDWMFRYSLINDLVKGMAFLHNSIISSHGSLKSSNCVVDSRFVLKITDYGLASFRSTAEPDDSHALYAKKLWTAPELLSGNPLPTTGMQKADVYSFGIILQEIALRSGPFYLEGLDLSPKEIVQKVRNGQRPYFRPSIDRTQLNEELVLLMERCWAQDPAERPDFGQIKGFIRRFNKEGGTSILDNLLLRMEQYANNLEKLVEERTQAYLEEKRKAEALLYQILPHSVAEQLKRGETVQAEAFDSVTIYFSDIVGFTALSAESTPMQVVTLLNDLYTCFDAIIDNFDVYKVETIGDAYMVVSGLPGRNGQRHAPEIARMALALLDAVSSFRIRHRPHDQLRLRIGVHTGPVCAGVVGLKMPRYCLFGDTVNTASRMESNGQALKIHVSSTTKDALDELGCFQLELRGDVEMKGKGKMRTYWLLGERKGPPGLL
DAX1 inh-2 – blocks DAX1 repression of SF-1 activated StAR promoter; 370,000 tested, 1.1% active; HEK293T StAR-luciferase reporter, SF-1/DAX-1 repression relief; AID 652010; inhibition, % at 6.8 µM;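 active = inhibition above the mean over all tested compounds plus 3 SD, cut at about 3.6% in these data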;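 also: 0% = DAX-1 cells with DMSO and 100% = cells lacking DAX-1 with DMSO; higher inhibition means more luminescence from relief of DAX-1 repression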
hgDAF-12 ag – hgDAF-12 agonism, primary luciferase screen | HEK293 GAL4-hgDAF12 UAS-luciferase reporter, agonist luminescence; normalized to butyrate control | activation, % at 6.8 µM | 370,000 tested, 1.8% active;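 active = activation above a cutoff set at the mean of all screened compounds plus 3 SD, cut at about 10% in these data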;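 also: 0% = DMSO wells and 100% = sodium butyrate wells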
NPR1 activator – GC-A (human) enzyme activation | P16066 | HEK293 GC-A cells, cGMP TR-FRET, EC30 ANP; 0% at EC30 ANP, 100% saturating ANP | activation, % at 10 µM | 370,000 tested, 0.14% active; in the data active = activation above about 40%
sPLA2-III inh – Blocks human group III sPLA2 activity | 370,000 tested, 0.56% active | Q9NZ20 | inhibition, % at 12.2 µM | QFRET BODIPY PC-A2 liposome hydrolysis, fluorescence;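 active = inhibition above mean plus 3 SD of compounds lying within the high and low control bounds, cut at about 19% in these data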;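 also: 0% = median of test compound wells and 100% = no enzyme DMSO wells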
SMARCA2 act – SMARCA2 function activation, primary screen; activation, % at 9.1 µM; 370,000 tested, 1% active; MG213 cells, MMTV-luciferase reporter, dexamethasone, overnight; in the data active = activation above about 7.8%;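 also: 0% = vehicle wells and 100% = reference activator wells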
hcDAF-12 act – activators of H. contortus DAF-12 nuclear receptor; HEK293 hcDAF-12 lit1-tk-luc reporter, luminescence; 0% DMSO, 100% Δ7-dafachronic acid; 370,000 tested, 1.4% active; AID 652067; activation, % at 6.8 µM;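 active = activation above the mean of all tested compounds plus 3 SD, cut at about 5.5% in these data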;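 also: 100% = response to 3 µM Δ7-dafachronic acid high control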
KLK7 zymogen act – activates the human kallikrein-7 zymogen; P49862; purified proKLK7, EDANS-DABCYL substrate fluorescence; 100% is mature enzyme control, 0% vehicle; activation, % at 7 µM; 370,000 tested, 0.9% active;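 active = activation above the mean of all tested compounds plus 3 SD, computed per campaign excluding outliers beyond control limits, cut at about 13% in these data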
FXN GAA850 act – frataxin GAA850 promoter activation | 360,000 tested, 0.56% active | HEK293 lucGAA850 FXN promoter luciferase reporter, 24 h; percent of 10 µM SAHA response | activation, % at 6 µM;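 active = activation above the average of all compounds screened plus 3 SD, cutoff fixed separately per campaign, cut at about 7.5% in these data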;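 also: 0% = DMSO wells and 100% = 10 µM SAHA wells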
ssDAF12 agonist – activates DAF-12 receptor from parasite S. stercoralis; activation, % at 6.8 µM; HEK293 ssDAF-12/GRIP1 lit1-tk-luc reporter, luminescence; % of 3 µM dafachronic acid response; 370,000 tested, 1% active;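 active = activation above the mean over all tested compounds plus 3 SD, cut at about 0.9% in these data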;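 also: 0% = DMSO-only wells and 100% = 3 µM delta7-dafachronic acid wells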
An asterisk follows results filed as active; nt = no result given.

canonical_smiles	DAX1 inh-1	NPR2 activator	DAX1 inh-2	hgDAF-12 ag	NPR1 activator	sPLA2-III inh	SMARCA2 act	hcDAF-12 act	KLK7 zymogen act	FXN GAA850 act	ssDAF12 agonist
CCc1ccc(NSc2ccccc2[N+](=O)[O-])cc1	-0.7	2	0.7	0.5	8	13	4	-2.2	0.0	2.3	-1.6
Cn1c(COc2cccc3cccnc23)nnc1SCC(=O)O	0.7	-6	0.0	4.5	0	-2	-1	-1.3	-0.1	-0.9	-0.5
COc1ccnc(CS(=O)c2nc3ccc(OC(F)F)cc3[nH]2)c1OC (stereo not given)	nt	2	-0.2	3.9	2	-5	-5	2.9	0.8	nt	-0.7
CC(=O)O/N=C(\N)c1ccc(-c2csnn2)cc1	-0.1	-4	0.7	3.6	-2	2	6	3.2	0.8	5.6	-0.2
CCN(CC)c1ccc(-n2c(C)cc(C=O)c2C)cc1	-0.8	-5	-1.4	-5.5	-4	2	1	-2.5	1.2	-1.5	-1.5
COc1ccc(OC)c(-n2cc3c(=O)n(C)c(=O)n(C)c3c2)c1	-0.2	0	-0.2	0.3	-2	3	1	-1.9	0.1	0.5	-1.6
COC(C[C@@H]1O[C@@H]1[C@@H](O)[C@@H](C)OCc1ccccc1)OC	-1.2	7	0.1	2.4	2	3	0	-0.8	0.6	-0.9	-0.9
COc1ccccc1NC(=O)CC(NCCN(C)C)C(=O)O (stereo not given)	0.3	0	0.3	1.0	-1	6	-1	-0.8	-1.4	-2.0	-1.6
COc1ccc(OC)c(CN2CCCC(CCC(=O)N(C)CCc3ccccn3)C2)c1 (stereo not given)	-1.2	5	-0.9	-1.0	3	7	-3	1.3	0.0	3.6	-1.3
COCCn1c(=O)[nH]c2cc(C(=O)NCCc3ccc(OC)c(OC)c3)ccc2c1=O	1.5	-2	0.3	0.5	-3	3	-2	-0.5	-0.8	-1.3	-0.3
CCNC(=O)C(=O)NCC1OCCCN1S(=O)(=O)c1ccc(F)cc1C (stereo not given)	0.1	1	-1.1	-1.5	4	-1	0	0.0	-0.6	3.2	-0.8
COc1ccc2oc(C)c(C(=O)Cn3ccnc3)c2c1	0.8	-11	0.3	-0.8	2	-8	0	-1.0	0.0	-1.2	-0.5
CC(C)c1cc2c(c(O)c1O)[C@@]13CCCC(C)(C)C1CC2OC3=O (stereo not given in full)	1.1	9	-1.8	-1.5	6	7	-2	-0.8	-0.5	1.6	-1.0
O=C(CC1SC(=Nc2ccc3c(c2)OCCO3)NC1=O)Nc1ccc(F)cc1F (stereo not given)	-0.4	-10	-0.5	-2.0	-7	-16	-1	-2.0	-0.2	-0.6	-2.1
O=C(Nc1cc2c3c(c1)CC(=O)N3CCC2)c1ccc(Cl)cc1	-0.3	-3	1.7	-0.9	3	-3	-3	-0.7	0.3	2.1	-1.1
O=C(O)C1CCN(C(=O)c2cccc3ccccc23)CC1	-0.5	-2	0.2	-2.3	2	3	0	0.3	0.3	-1.7	-1.1
CCn1cc(C(=O)O)c(=O)c2cc(F)c(N3CCN(C(=S)NC(=O)c4ccc(F)cc4)CC3)cc21	0.9	1	0.6	2.6	-1	4	-1	0.7	0.2	1.5	-1.6
COc1ccc2oc(C(=O)OCC(=O)N(Cc3ccccc3)C(C)C)c(C)c2c1	0.2	1	-2.8	-2.0	2	-9	-2	-0.9	-1.6	1.9	-0.9
O=C(CSc1nnc(-c2ccccn2)n1-c1ccccc1)c1ccc2c(c1)OCO2	nt	-6	-0.4	-2.4	-2	-11	-5	-2.1	-1.1	nt	-1.7
CCOC(=O)c1c(NC(=O)/C=C/C(=O)O)sc(C)c1-c1ccc(C(C)(C)C)cc1	-0.4	1	-1.8	-7.8	0	-29	-6	-3.4	0.3	-1.8	-2.6
COc1cccc(NC(=O)Cn2c(=O)oc3cc(S(=O)(=O)N4CCCC4)ccc32)c1	-1.6	-5	-0.6	-1.1	4	5	-5	-1.8	0.1	0.9	-1.1
O=C1c2ccccc2NC(c2ccncc2)N1c1ccccn1 (stereo not given)	-0.7	-1	0.2	0.1	-1	3	0	-1.3	36*	0.8	-0.9
C#Cc1ccc(CN2CCCC(C(=O)Nc3ccccc3Oc3cccnc3)C2)cc1 (stereo not given)	-0.3	-2	0.1	-1.0	-6	-6	-4	2.3	0.3	-1.6	-1.0
CCOC(=O)c1c(NC(=O)c2ccco2)sc(C(=O)N2CCCC2)c1C	1.9	5	-0.2	-0.1	10	4	1	-1.9	0.4	4.9	-1.2
C/C(=N\Nc1ccc([N+](=O)[O-])cc1)c1ccc(O)cc1	nt	-8	0.6	16*	-14	-59	-3	2.2	0.6	2.5	-0.8
CCOC(=O)c1sc(=S)n(-c2ccccc2Cl)c1SC	-1.2	-3	-0.5	-3.5	1	0	3	-1.7	-0.1	-1.1	-0.6
CCc1ccc(NC(=O)CSc2nc(=O)n3cc(C)ccc3n2)cc1	-0.7	-3	1.8	0.2	0	-10	-4	-2.2	-0.5	-0.7	-1.3
COc1ccccc1CCNC(=O)c1ccccc1SCC(=O)N1CCCC1	0.2	-5	-1.1	-0.3	-3	11	-4	-1.2	-0.6	1.6	-1.7
COc1ccc(NC(=O)N(C)C[C@H]2Oc3c(NC(=O)NC4CCCCC4)cccc3C(=O)N([C@H](C)CO)C[C@@H]2C)cc1	0.6	6	-0.6	3.0	1	-15	3	1.4	0.6	-0.4	-1.3
Cc1ccc2c(c1)N(S(=O)(=O)c1ccc3c(c1)NC(=O)CC(=O)N3)CCO2	1.4	0	-0.4	-1.4	-3	-16	0	0.1	0.4	-1.8	-0.8
CCC(NC(=O)NCc1ccccc1)(C(F)(F)F)C(F)(F)F	2.9	-3	-0.6	-0.4	0	4	1	2.9	0.1	1.0	-1.4
COCCn1c(=NC(=O)CSC(C)=O)sc2cc(F)ccc21	-0.4	0	-0.1	-1.6	1	-7	-1	-0.5	0.4	-0.8	-1.2
O=C(CCc1nc2ccccc2c(=O)[nH]1)Nc1nc(-c2cccs2)cs1	-0.2	3	-0.2	4.6	-1	6	-3	4.0	0.5	3.4	-0.5
CCCCN(C(=O)CCNC(=O)NC12CC3CC(CC(C3)C1)C2)c1c(N)n(CCC)c(=O)[nH]c1=O	-0.2	-5	-0.3	1.1	1	3	-1	-1.9	-0.1	-2.4	-0.8
Cc1sc(NC(=O)CSc2nnc(-c3ccccc3)o2)c(C#N)c1C	-0.4	-7	-1.4	2.5	-2	-8	7	1.9	1.1	1.4	-0.9
CCOC(=O)c1cnc2ccc(C(=O)OC)cc2c1Nc1ccc(C(=O)O)cc1	-0.2	5	-0.1	-1.7	1	2	0	-0.7	-2.5	2.8	-1.4
COc1ccc(-c2nnc(SCC(=O)NC3CCCCC3)o2)cc1	-0.9	-6	0.0	3.5	0	2	-3	-2.0	-0.4	-0.3	-1.3
Cc1ccc2cc(CN(CC3CCCO3)C(=S)Nc3ccccc3)c(=O)[nH]c2c1 (stereo not given)	-0.4	-4	-0.3	1.4	-1	1	0	-0.1	-0.4	-4.3	-1.3
CC(C)OC(=O)CSc1nc2ncccc2[nH]1	0.4	2	0.9	3.5	2	7	-7	0.1	-0.5	-1.3	-1.0
Cc1ccc(C(O)CSc2nnc(-c3ccc4ccccc4c3)n2C)cc1 (stereo not given)	-0.9	-7	0.1	-0.9	-11	-13	-1	1.4	0.4	-0.8	-1.0
CC(C)(C)OC(=O)C[C@H]1C/C=C\C[C@H](CC(=O)N(CCO)Cc2ccccc2)C(=O)N[C@@H](c2ccccc2)COC1=O	-1.4	7	-0.5	0.6	3	-6	0	-2.6	0.3	0.0	-1.3
CC(=O)c1ccc(OC(C)C)c(Cc2c(O)nc(N)[nH]c2=O)c1	0.0	5	-0.2	-1.9	-1	11	-6	0.1	-0.1	2.0	-1.3
Cc1[nH]n(-c2ccccc2)c(=O)c1-c1ccc(Cl)cc1	0.0	-3	0.1	-0.3	2	5	2	-0.2	0.0	1.2	0.0
COc1cc(CNCc2ccc(OC)c(OC)c2OC)cc(OC)c1	-2.2	-10	-1.3	6.8	-5	5	-5	-3.5	0.2	-5.4	-1.1
CCCc1cc(C(=O)Nc2ccccc2C(=O)OC)no1	-0.1	0	-0.6	3.2	-2	0	2	4.2	-0.3	-0.4	-0.2

Compounds above containing an NH in an aromatic ring:
canonical_smiles	DAX1 inh-1	NPR2 activator	DAX1 inh-2	hgDAF-12 ag	NPR1 activator	sPLA2-III inh	SMARCA2 act	hcDAF-12 act	KLK7 zymogen act	FXN GAA850 act	ssDAF12 agonist
COc1ccnc(CS(=O)c2nc3ccc(OC(F)F)cc3[nH]2)c1OC (stereo not given)	nt	2	-0.2	3.9	2	-5	-5	2.9	0.8	nt	-0.7
COCCn1c(=O)[nH]c2cc(C(=O)NCCc3ccc(OC)c(OC)c3)ccc2c1=O	1.5	-2	0.3	0.5	-3	3	-2	-0.5	-0.8	-1.3	-0.3
O=C(CCc1nc2ccccc2c(=O)[nH]1)Nc1nc(-c2cccs2)cs1	-0.2	3	-0.2	4.6	-1	6	-3	4.0	0.5	3.4	-0.5
CCCCN(C(=O)CCNC(=O)NC12CC3CC(CC(C3)C1)C2)c1c(N)n(CCC)c(=O)[nH]c1=O	-0.2	-5	-0.3	1.1	1	3	-1	-1.9	-0.1	-2.4	-0.8
Cc1ccc2cc(CN(CC3CCCO3)C(=S)Nc3ccccc3)c(=O)[nH]c2c1 (stereo not given)	-0.4	-4	-0.3	1.4	-1	1	0	-0.1	-0.4	-4.3	-1.3
CC(C)OC(=O)CSc1nc2ncccc2[nH]1	0.4	2	0.9	3.5	2	7	-7	0.1	-0.5	-1.3	-1.0
CC(=O)c1ccc(OC(C)C)c(Cc2c(O)nc(N)[nH]c2=O)c1	0.0	5	-0.2	-1.9	-1	11	-6	0.1	-0.1	2.0	-1.3
Cc1[nH]n(-c2ccccc2)c(=O)c1-c1ccc(Cl)cc1	0.0	-3	0.1	-0.3	2	5	2	-0.2	0.0	1.2	0.0

Screening results from PubChem.
